NPC1 prom act – NPC1 promoter activation; Potency, µM (highest dose often 9.22 µM), for inactives: top-dose activation, actives largely listed as activators; Huh7 NPC1 promoter luciferase reporter, 24 h; AID 485313; 2.4% of 320,000 active;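 note: potency is the fitted concentration of half-maximal effect; % of control where 0% means no effect; nearly all actives have a fitted effect of over 60% in size; reporter is driven by a mutant NPC1 promoter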
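Luminescence from an NPC1 promoter-driven luciferase reporter in stably transfected Huh7 cells was measured after 24 h compound treatment at 37 °C, followed by 10 min ambient incubation with luciferase detection reagent.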
Gal4-VP16 FLuc – Gal4-VP16 reporter inhibition counter-screen. Drosophila S2 Gal4-VP16 UAS-luciferase, luminescence, 20 h. Potency, µM (highest dose often 53.6 µM), for the others: top-dose activity, negative = inhibition, most hits filed as inhibitors. 3.5% of 310,000 active. AID 2546;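 note: Gal4-VP16 expression switched on by copper sulfate through the metallothionein promoter; potency is the fitted concentration of half-maximal effect; % is set by controls: 0 for no effect and ±100 for the full control effect; nearly all actives have a fitted effect of over 50% in size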
BRCA1 expr up – increases BRCA1 expression | MCF7-BRCA1-FFLuc reporter, luminescence, 48 h; response scale: scaled: vehicle 0%, 10 µM genistein 100% | Potency, µM (doses to about 46.1 µM), for the others: at the top dose activation, hits mostly activators | 1.1% of 380,000 active; note: potency is the fitted concentration of half-maximal effect; nearly all actives have a fitted effect of over 80% in size; some results filed as inactive show a strong effect at the top dose
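Activators of BRCA1 expression were detected as increased firefly luciferase luminescence in engineered MCF7 cells after 48 h compound incubation. Signals were scaled to genistein 10 microM as full activation.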
Rab9 prom act – Rab9 promoter activation. Huh7 Rab9 promoter-luciferase reporter, luminescence, 24 h. Potency, µM (doses to about 9.22 µM), inactives show top-dose activation, negative = inhibition, actives largely listed as activators. 2.8% of 320,000 active; note: potency is the fitted concentration of half-maximal effect; % of control where 0% means no effect; nearly all actives have a fitted effect of over 60% in size
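Measured in stably transfected Huh7 cells bearing a Rab9 promoter–luciferase construct: 24 h compound treatment at 37 °C, followed by luminescence detection.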
Giardia kill – Giardia lamblia killing | Giardia lamblia trophozoite viability | 0.15% of 340,000 active | activity change, % at 7.66 µM, hits read low; in the data active = activity change below about -80%; inconclusive = between about -30% and that limit;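 note: parasites exposed to compound for two days anaerobically before the ATP read; % is set by controls: 0 for no effect and ±100 for the full control effect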
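Giardia trophozoites, 100 cells per well, were exposed to compounds for 48 hrs at 37 deg C under anaerobic conditions; viability was then read as ATP content by bioluminescence after 15-30 min at room temperature.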
ELG1 genotoxic – genotoxicity induction in ELG1-luciferase HEK293T cells. HEK293T ELG1-luciferase reporter, luminescence, 16 h. Potency, µM (titrated, usually from 46 µM), without a hit: at the highest dose activity change, positive = activation, hits mostly activators. 1.3% of 330,000 active; note: potency is the fitted concentration of half-maximal effect; % of control where 0% means no effect; nearly all actives have a fitted effect of over 60% in size
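Cells (2,000/well) expressing the ELG1-luciferase fusion are dosed by pin tool and kept 16 hr at 37 °C, 5% CO2. Signal comes from ONE-Glo luciferase reagent after 30 min at room temperature.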
PKM2 act – increases activity of human pyruvate kinase M2; P14618; purified PKM2, Kinase-Glo ATP luminescence, activation; response scale: 0% is enzyme alone, no compound; Potency, µM (series often up to 57.5 µM), for the others: at the top dose activation, usual class: activators; 0.34% of 260,000 active; AID 1631; note: potency is the fitted concentration of half-maximal effect; % is set by controls: 0 for no effect and ±100 for the full control effect; nearly all actives have a fitted effect of over 55% in size
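Purified hPK-M2 (>95% pure) converted ADP (0.1 mM final) to ATP with 0.5 mM PEP in 50 mM imidazole pH7.2, KCl, MgCl2, Tween 20, BSA; 1 h at room temperature. ATP detected by Kinase-Glo luminescence.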
FLuc modulator – counter-screen for miR-21 project: firefly luciferase inhibitors or activators | AID 588342 | 6.9% of 360,000 active | purified FLuc, Km substrates, luminescence inhibition | P08659 | Potency, µM (titrated, usually from 57.5 µM), without a hit: top-dose activity change, negative = inhibition, usual class: inhibitors;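 note: potency is the fitted concentration of half-maximal effect; plate controls were vehicle for no effect and reference inhibitor for full effect; nearly all actives have a fitted effect of over 55% in size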
Target sequence (P08659 whole entry, looked up): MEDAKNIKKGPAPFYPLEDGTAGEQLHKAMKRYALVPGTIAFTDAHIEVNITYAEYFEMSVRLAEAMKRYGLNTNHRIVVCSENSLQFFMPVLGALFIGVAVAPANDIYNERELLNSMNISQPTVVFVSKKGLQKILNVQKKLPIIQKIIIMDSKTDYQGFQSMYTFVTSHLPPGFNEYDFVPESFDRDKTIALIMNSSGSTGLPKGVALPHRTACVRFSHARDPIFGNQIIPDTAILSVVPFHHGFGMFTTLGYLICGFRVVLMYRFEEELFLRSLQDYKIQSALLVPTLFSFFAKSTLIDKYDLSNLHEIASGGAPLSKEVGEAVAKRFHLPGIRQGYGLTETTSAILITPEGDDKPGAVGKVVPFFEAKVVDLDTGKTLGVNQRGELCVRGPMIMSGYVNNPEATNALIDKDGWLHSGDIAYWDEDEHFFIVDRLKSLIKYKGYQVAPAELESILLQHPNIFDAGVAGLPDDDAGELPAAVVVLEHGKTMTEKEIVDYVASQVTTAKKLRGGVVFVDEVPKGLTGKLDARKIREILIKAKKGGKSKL
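Biochemical qHTS of compounds, final roughly 60 µM downward over six points, against 10 nM purified firefly luciferase using Km concentrations of substrates (10 uM D-luciferin, 10 uM ATP) in Tris acetate pH 7.5 buffer; luminescence output.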
p53 reactivator – re-activators of mutant p53; H1299 p53-A138V BP100-luciferase reporter, luminescence, 24 h; Potency, µM (series often up to 92.2 µM), without a hit: at the top dose activity change, positive = activation, usual class: activators; 0.063% of 320,000 active; AID 504706; note: potency is the fitted concentration of half-maximal effect; % of control where 0% means no effect; nearly all actives have a fitted effect of over 45% in size
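p53-null H1299 cells stably carrying temperature-sensitive p53-A138V and a BP100-luciferase reporter were pinned with compounds (4-point, 1:5 series) and held 24 hrs at 37 deg C. Luminescence was read 10 min after detection reagent.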
Menin MLL FP TR – menin-MLL binding inhibition, Texas Red mutant peptide; 0.23% of 270,000 active; AID 1768; Potency, µM (titrated, usually from 61.6 µM), without a hit: at the top dose FP activity change, negative = inhibition, most hits filed as inhibitors; Menin + Texas Red MLL mutant peptide, fluorescence polarization; O00255; active = well fitted inhibition curve with a large enough effect in the polarisation, with a control signal flat, not every such curve was filed as active; inconclusive = small, poorly fitted or top-dose-only effect, or effect the other way, or a change in a side signal; inactive = no such curve, though single readings can be large or run the other way; the % refers to the polarisation; note: potency is the fitted concentration of half-maximal effect; % of control where 0% means no effect; many of its hits are not listed in these tables
RORg inh – inhibitors of mouse ROR gamma transcriptional activity. 5.4% of 310,000 active. Drosophila S2 Gal4-RORgamma UAS-luciferase reporter, 20 h. Potency, µM (top dose mostly 53.6 µM), for inactives: at the top dose activity change, negative = inhibition, usual class: inhibitors; note: potency is the fitted concentration of half-maximal effect; % is set by controls: 0 for no effect and ±100 for the full control effect; nearly all actives have a fitted effect of over 60% in size
Target sequence (P51450 whole entry, looked up, the tested form may be a part): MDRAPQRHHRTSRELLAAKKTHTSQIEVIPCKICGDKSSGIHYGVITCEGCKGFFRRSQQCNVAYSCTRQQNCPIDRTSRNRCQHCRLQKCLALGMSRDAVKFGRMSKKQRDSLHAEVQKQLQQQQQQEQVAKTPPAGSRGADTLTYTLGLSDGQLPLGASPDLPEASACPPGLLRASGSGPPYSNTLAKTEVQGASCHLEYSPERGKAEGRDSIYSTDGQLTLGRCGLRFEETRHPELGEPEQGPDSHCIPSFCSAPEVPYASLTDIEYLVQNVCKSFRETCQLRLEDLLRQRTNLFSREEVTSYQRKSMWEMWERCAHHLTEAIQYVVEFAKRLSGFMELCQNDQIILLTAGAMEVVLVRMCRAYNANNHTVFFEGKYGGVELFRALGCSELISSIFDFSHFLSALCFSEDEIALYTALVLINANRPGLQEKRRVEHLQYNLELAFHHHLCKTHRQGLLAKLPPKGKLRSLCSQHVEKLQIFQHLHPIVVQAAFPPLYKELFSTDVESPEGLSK
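Using a luciferase readout, inhibitors were identified by reduced reporter activity in Drosophila cells coexpressing a copper-inducible Gal4–ROR gamma fusion and UAS-driven Photinus luciferase, incubated 20 hr after 700 uM copper sulfate.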
* marks the source's active call; other numbers are inactive results; ? = inconclusive; . = not tested or not shown; & = joins results of further samples; [ ] = dose if it differs, or a comment. Unless noted, calls come from the whole dose curve; as a rule, active = well fitted curve in the direction sought with a large enough effect; inconclusive = small, poorly fitted or top-dose-only effect, or another doubt; inactive = no such curve, though single readings can be large; an effect the other way counts as inactive or inconclusive. A portion of the library. The share of hits here may be higher or lower than overall.

SMILES	NPC1 prom act	Gal4-VP16 FLuc	BRCA1 expr up	Rab9 prom act	Giardia kill	ELG1 genotoxic	PKM2 act	FLuc modulator	p53 reactivator	Menin MLL FP TR	RORg inh
Cn1c(=O)c2c(nc(Br)n2CC(=O)c2cccs2)n(C)c1=O	1.6%	9.4%	-0.3%	-2.8%	17.7	0.0%	2.7%	-0.9%	-2.6%	-2.7%	-2.2%
CCn1c(=O)c(=O)n(CC)c2cc(S(=O)(=O)Nc3ccc(C)cc3)ccc21	-1.3%	-1.7%	-2.0%	10.5%	-1.6	0.2%	10µM*	-0.9%&-9.9%	-2.3%	.	21.3%
CCOc1cc(C(=S)N2CCCCC2)ccc1OS(=O)(=O)c1ccc(Br)cc1	0.6%	-11.9%	-44.5%	-1.2%	5.8	-0.8%	-2.0%	0.8%	9.0%	16.3%	7.08µM*
Cc1nc2sc(-c3ccccc3)cc2c(=O)n1-n1cccc1	1.26µM*	7.6%	?	1.58µM*	5.8	?	-1.8%	7.57µM*	?	2.3%	5.3%
CCOC(=O)c1ccccc1NC(=O)CN(c1ccccc1)S(=O)(=O)N(C)C	4.9%	2.1%	-35.3%	20.2%	-5.8	-7.0%	-7.1%	-0.9%	0.5%	15.0%	-7.0%
Cc1sc(NC(=O)Cc2ccc3c(c2)OCO3)nc1-c1ccc2c(c1)CCN2C(=O)c1cccc(F)c1	-15.9%	-1.1%	-19.5%	-16.0%	-18.5	-4.2%	2.4%	7.0%	-5.3%	-9.5%	9.3%
CC(C)(C)c1ccc(NC(=O)CC2(C(F)(F)F)OCCO2)cc1	?	9.0%	3.55µM*	?	-4.7	?	23.3%	?	?	-0.6%	-24.5%
CCc1ccc(S(=O)(=O)NCCc2cn3ccc(C)cc3n2)s1	0.4%	-2.9%	2.6%	-6.4%	-8.6	-4.2%	-2.7%	6.5%	-4.2%	-2.8%	0.1%
C=CCn1c(=O)c2ccccc2n2c(SCc3c(C(=O)OCC)oc4ccccc34)nnc12	-10.0%	-11.0%	0.1%	2.7%	42.5[activator]	-1.2%	12.7%	2.5%	3.9%	0.4%	2.4%
COC(=O)c1cc(C(=O)c2cccc(Cl)c2Cl)cn1C	0.8%	11.7%	1.1%	2.1%	-3.6	-0.7%	25.1µM*	0.1%	-4.5%	-0.3%	37.2%
COC(=O)CN(c1cc(Cl)ccc1OC)S(=O)(=O)c1ccc(OC)c(OC)c1	0.9%	-5.6%	-18.3%	-1.0%	-11.5	0.2%	?	-1.8%	10.4%	-15.1%	8.0%
COc1ccccc1OCCNC(=O)C1CC(=O)N(c2cccc(SC)c2)C1 (stereo not drawn)	-0.8%	.	11.8%	-2.4%	31.6[activator]	0.7%	.	-1.1%	-5.3%	.	.
O=C1CN(C(=O)CNCc2ccccc2)c2ccccc2N1	-1.7%	-3.4%	-18.2%	0.4%	-3.6	-3.1%	-24.4%	0.2%	1.3%	.	0.5%
CCOc1ccc(NC(=O)C2CCN(S(=O)(=O)c3ccc4c(c3)N(C(C)=O)CCO4)CC2)cc1	-0.7%	-1.3%	-2.1%	4.1%	-0.8	-6.4%	.	1.4%	-1.3%	-2.3%	11.9%
CCn1nc(C)c(/C=N\NC(=O)c2cccc(OC)c2)c1C	-3.9%	8.7%	-5.5%	-4.4%	-5.5	3.8%	2.7%	?	-1.8%	-3.9%	-10.3%
O=C(CC(Nc1ccc(Cl)cc1Cl)C(=O)O)c1ccccc1 (stereo not drawn)	5.8%	?	-14.1%	10.1%	-12.9	6.51µM*	7.7%	2.69µM*	21.7%	.	12.6µM*
CC(=O)c1ccc(N2CCC(c3cc(-c4ccc(Cl)cc4Cl)n[nH]3)CC2)c([N+](=O)[O-])c1	-4.9%	?	-79.2%	0.4%	-7.3	-6.1%	-1.6%	-0.9%	-0.5%	.	?
CCOP(=O)(OCC)/C(C#N)=C/c1ccc([N+](=O)[O-])cc1	3.6%	?	-17.1%	0.9%	-27.0	-1.4%	1.7%	1.3%	-1.1%	-2.0%	30.0%
CCc1nnc(NC(=O)CCC(=O)N2CCN(CCOc3ccc(C)cc3)CC2)s1	-4.8%	-0.6%	-10.3%	-6.0%	2.4	-15.2%	-1.4%	0.2%	0.6%	-2.5%	21.2%
Cn1cnnc1SCC(=O)Nc1sccc1C#N	-3.9%	-8.3%	-0.8%	-3.5%	-3.4	2.5%	3.0%	-2.1%	0.4%	-11.6%	-2.9%

Pulled by structure from above:
SMILES	NPC1 prom act	Gal4-VP16 FLuc	BRCA1 expr up	Rab9 prom act	Giardia kill	ELG1 genotoxic	PKM2 act	FLuc modulator	p53 reactivator	Menin MLL FP TR	RORg inh
O=C(CC(Nc1ccc(Cl)cc1Cl)C(=O)O)c1ccccc1 (stereo not drawn)	5.8%	?	-14.1%	10.1%	-12.9	6.51µM*	7.7%	2.69µM*	21.7%	.	12.6µM*
CC(C)(C)c1ccc(NC(=O)CC2(C(F)(F)F)OCCO2)cc1	?	9.0%	3.55µM*	?	-4.7	?	23.3%	?	?	-0.6%	-24.5%

Next results
SMILES	NPC1 prom act	Gal4-VP16 FLuc	BRCA1 expr up	Rab9 prom act	Giardia kill	ELG1 genotoxic	PKM2 act	FLuc modulator	p53 reactivator	Menin MLL FP TR	RORg inh
COc1ccc(CSc2nc3ccccc3c(=O)n2CCCN2CCOCC2)cc1F	-10.1%	2.9%	-32.0%	2.7%	-7.4	0.9%	0.9%	-1.2%	-1.8%	-12.3%	-9.8%
O=C(CCCCn1c(=O)[nH]c2ccccc2c1=O)N1CCN(c2ncccn2)CC1	-5.6%	3.1%	15.2%	-2.9%	1.9	-1.3%	3.5%	4.2%	-4.9%	-15.6%	23.3%
COC(=O)C1=C2SCC(=O)N2C(N)=C(C#N)C1	-4.6%	-2.6%	-2.8%	2.8%	7.1	-0.8%	-3.2%	2.2%	-0.3%	.	-15.4%
CC(=O)c1c(C)[nH]c(C(=O)Nc2nc(-c3ccc(-c4ccccc4)cc3)cs2)c1C	-1.9%	?	-92.5%	-1.6%	-10.6	-17.9%	-1.3%	?	14.1%	-13.8%	-4.7%
Cc1c(NC(=O)COc2ncnc3c(Cl)cc(Cl)cc23)c(=O)n(-c2ccccc2)n1C	-0.5%	-14.8%	-0.1%	2.1%	-2.2	1.4%	-1.2%	6.9%	-0.4%	6.3%	-16.5%
COc1cc2c(cc1OC)CN(C1CC(=O)N(c3c(C)cccc3C)C1=O)CC2 (stereo not drawn)	-1.6%	-2.6%	-15.0%	-1.5%	8.1	9.8%	2.0%	-3.3%	-4.0%	?	33.2%
CC1=C(C(=O)OCc2ccccc2)C(c2ccccn2)c2c(n(C)c(=O)n(C)c2=O)N1 (stereo not drawn)	-1.5%	0.8%	-3.7%&-18.7%	-3.6%	14.1&3.4	-6.3%	8.0%	-2.4%	-4.5%	-0.7%	-37.6%
CCOC(=O)/C(C#N)=C/Nc1ccccc1OC(F)(F)F	-0.7%	-5.4%	-10.5%	-2.0%	-6.6	-0.4%	-13.3%	-5.8%	4.7%	.	-14.2%
Cc1c(C)n(CC(O)CN2CCN(C)CC2)c2ccccc12 (stereo not drawn)	0.4%	-9.2%	-6.2%	6.5%	6.1	0.1%	-3.7%[0.46 µM]	-0.7%	-9.4%	-3.4%	0.2%
O=C(NNC(=S)Nc1ccc(Br)cc1)c1ccccc1	24.5%	-41.7%	57.7%	?	-15.7	5.9%	4.6%	?	16.2%	?	?
O=C(NCc1ccccc1)c1cccc(NS(=O)(=O)c2cccc3cccnc23)c1	0.1%	-0.7%	-4.3%	-0.8%	8.7	-0.5%	15.6%	-0.5%	-9.6%	-1.9%	32.5%
Cc1ccc2c(c1)N(S(=O)(=O)c1ccc(CN3C(=O)c4cccnc4C3=O)s1)CCO2	2.6%	-6.0%	0.0%	-2.4%	-29.0	-5.3%	.	0.5%	3.6%	.	-18.6%
O=C(CSc1ncnc2ccccc12)NCCc1ccccc1	-3.1%	0.3%	-19.7%	-1.7%	14.1	-2.3%	1.2%	-2.9%	2.2%	-1.7%	25.6%
CCCN1C(=O)C2(/C(=C(\O)c3ccc4c(c3)OCCO4)C(=O)C(=O)N2CCCOC)c2ccccc21 (stereo not drawn)	-3.2%	-4.7%	1.8%	2.4%	7.1	-2.1%	-3.9%	2.9%	3.9%	12.5%	-6.3%
Cc1cccc(N2CC(C(=O)O)CC2=O)c1C (stereo not drawn)	-3.2%	?	0.0%	0.7%	-18.5	-1.0%	-7.1%	-1.0%	0.7%	.	-23.9%
CCn1c(C(C)NC(=O)c2cccc(C)c2)n[nH]c1=S (stereo not drawn)	-4.5%	-18.5%	-9.5%	-6.4%	-0.2	2.1%	-4.9%	0.7%	-4.3%	5.8%	-31.6%
O=C(c1ccco1)N1CCN(C(c2ccccc2)c2nnnn2Cc2cccs2)CC1 (stereo not drawn)	0.9%	-4.6%	-11.2%	3.9%	4.2	-0.2%	27.3%	4.7%	-17.5%	-10.9%	?
